High-throughput results: PubChem, National Center for Advancing Translational Sciences (NCATS)
IMPase inh: IMPase inhibition in cells; 120,000 tested, under 10 active; P97697; CHO-M1 cells, IP1 accumulation, HTRF TR-FRET ratio; inhibition (IP1 accumulation), % at 46.1 µM; active means well fitted curve in the direction sought with a large enough effect in the signal ratio, not every such curve was filed as active; inconclusive means small, poorly fitted or top-dose-only effect, or a change in a side signal; inactive means no such curve, though single readings can be large or run the other way; the % refers to the signal ratio;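 further: cells stimulated with carbachol in lithium chloride buffer; plate controls were DMSO basal wells for no effect and reference inhibitor wells for full effect; higher means more IMPase inhibition seen as more IP1 and lower FRET ratio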
Target sequence (P97697 whole entry, looked up): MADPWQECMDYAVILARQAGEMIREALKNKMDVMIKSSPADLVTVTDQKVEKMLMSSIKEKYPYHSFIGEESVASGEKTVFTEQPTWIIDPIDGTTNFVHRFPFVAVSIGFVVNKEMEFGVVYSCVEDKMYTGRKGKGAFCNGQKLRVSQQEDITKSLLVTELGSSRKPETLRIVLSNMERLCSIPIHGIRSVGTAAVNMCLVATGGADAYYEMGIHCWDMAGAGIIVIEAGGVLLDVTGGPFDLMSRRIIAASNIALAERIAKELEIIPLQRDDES
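In this qHTS, compounds (final up to 46 uM) act on CHO-M1 cells that are then activated through the M1 receptor with carbachol, in pH 7.4 buffer containing 50 mM LiCl, for 30 min. IP1 accumulation is quantified by the IP-One immunoassay.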
15-hLO-2 inh: inhibitors of human 15-lipoxygenase 2 (ALOX15B) | Potency, µM (highest dose often 57.1 µM), for inactives: at the highest dose activity change, negative = inhibition, hits mostly inhibitors | 0.56% of 110,000 active | purified 15hLO-2, xylenol orange hydroperoxide absorbance; further: potency means the concentration at half of the fitted maximal effect; nearly all actives have a fitted effect of over 60% in size; many of its hits are not listed in these tables
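Enzyme 50 nM, AA 45 uM, 25 mM Hepes pH 7.5 + 0.01% Triton X-100; cpd preinc 15 min RT, rxn 90 min RT; stop/detect with 200 uM XO + 300 uM Fe(II) in 50 mM H2SO4, 30 min; A573/A405.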
PNC inhibitor: perinucleolar compartment assembly inhibition. AID 2417. activity change (PNC), negative = inhibition, % at 10 µM. 3.1% of 140,000 active. PC3M PTB-GFP, PNC prevalence imaging, 16 h; stronger effect = lower value;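 active means readout at or below -70, meaning at least 70% loss of cells showing the perinucleolar compartment, a nuclear body marking cancer cells; inconclusive means readout between -30 and a set limit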;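 further: plate controls were DMSO wells for no effect and camptothecin positive control wells for full effect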
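Read-out is percentage of cells bearing a perinucleolar compartment, from automated 20x imaging of fixed, Hoechst-stained PC3M PTB-GFP cells. Cells were seeded 4 h, then exposed 16 h to compound (23 nl of library stock) in duplicate plates.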
ALOX12 inhib: 12-hLO (ALOX12) enzyme inhibition; P18054; purified 12-hLO, xylenol orange hydroperoxide absorbance; Potency, µM (highest dose often 57.1 µM), without a hit: at the top dose activity change, negative = inhibition, usual class: inhibitors; 0.12% of 150,000 active; AID 1452; further: potency means the concentration at half of the fitted maximal effect; nearly all actives have a fitted effect of over 55% in size; many of its hits are not listed in these tables
Target sequence (P18054 whole entry, looked up): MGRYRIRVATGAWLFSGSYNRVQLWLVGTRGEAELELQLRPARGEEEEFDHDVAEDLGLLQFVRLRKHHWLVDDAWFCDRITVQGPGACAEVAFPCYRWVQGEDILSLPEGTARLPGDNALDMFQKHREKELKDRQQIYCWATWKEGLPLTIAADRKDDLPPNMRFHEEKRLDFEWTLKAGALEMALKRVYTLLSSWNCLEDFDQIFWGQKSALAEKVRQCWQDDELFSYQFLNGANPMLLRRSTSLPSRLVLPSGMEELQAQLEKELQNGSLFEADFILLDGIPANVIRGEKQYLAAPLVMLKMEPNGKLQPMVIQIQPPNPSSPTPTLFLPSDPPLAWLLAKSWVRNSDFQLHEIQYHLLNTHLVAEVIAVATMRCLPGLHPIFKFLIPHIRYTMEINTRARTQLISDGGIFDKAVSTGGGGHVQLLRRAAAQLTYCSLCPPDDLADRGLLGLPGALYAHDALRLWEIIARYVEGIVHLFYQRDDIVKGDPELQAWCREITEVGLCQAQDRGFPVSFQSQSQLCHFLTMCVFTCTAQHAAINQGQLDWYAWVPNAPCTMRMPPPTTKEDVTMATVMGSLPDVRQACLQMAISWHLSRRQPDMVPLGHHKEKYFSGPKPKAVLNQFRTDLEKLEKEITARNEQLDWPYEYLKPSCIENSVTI
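Hydroperoxide output read as Fe(III)-xylenol orange absorbance, 573-to-405 nm ratio, after 30 min reaction with 40 uM arachidonic acid. Enzyme: 150 nM purified human 12hLO, 15 min compound preincubation; 25 mM Hepes pH 7.0, room temperature.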
* hit, by the source's call; u = inconclusive; x = no result given; [ ] = remark or other dose. Unless noted, the call rests on the fitted dose curve; in most records, active means well fitted curve in the direction sought with a large enough effect; inconclusive means small, poorly fitted or top-dose-only effect, or another doubt; inactive means no such curve, though single readings can be large; an effect the other way counts as inactive or inconclusive. Unless noted, on the % scale 0 is the no-effect control and ±100 the full control effect. Not all compounds are listed; count on the stated rates, not on these rows.

no.	SMILES	IMPase inh	15-hLO-2 inh
1	O=S(=O)(NC1=NCCC1)c1ccc(F)cc1	5	-3%
2	COc1ccc(S(=O)(=O)N(C)CC(=O)Nc2cccc(C(C)=O)c2)cc1C	10	-4%
3	CC(C)CNS(=O)(=O)c1ccc(CCC(=O)Nc2ccc3c(c2)OCCO3)cc1	0	-19%
4	CCCn1c(SCC(=O)N2c3ccccc3CC2C)nnc1-c1ccco1 (stereo not given)	9	x
5	O=C(CCN1CCN(c2ccccc2)CC1)NNC(=O)c1cccc2ccccc12	x	x
6	C=CCCCCCCCCC(=O)NN	-1	20%
7	CCc1nc(C#N)c(N2CCCCC2)o1	x	x
8	CCSc1nnc2n1C(C)(C)Cc1ccccc1-2	2	-1%
9	CC(NC(=O)c1cccs1)c1n[nH]c(=S)n1C (stereo not given)	x	x
10	Cn1c(=O)c2c(n(C)c1=O)=NC1(CCCCC1)N=2	4	0%
11	CC(NS(=O)(=O)c1cccc(S(=O)(=O)c2ccccc2)c1)C(=O)O (stereo not given)	x	x
12	CC1(C)O[C@@H]2C[C@H]3[C@H]4C[C@H](F)C5=CC(=O)CC[C@]5(C)[C@@H]4[C@H](O)C[C@]3(C)[C@]2(C(=O)CO)O1	-6[20.6 µM]	1%[25.6 µM]

no.	PNC inhibitor	ALOX12 inhib
1	12	-1%
2	14	-8%
3	86	7%
4	-100*	0%
5	u	-2%
6	-9	3%
7	37	-4%
8	u	6%
9	u	1%
10	u	-1%
11	-4	6%
12	x	3%[25.6 µM]

(continued)
no.	SMILES	IMPase inh	15-hLO-2 inh
13	CC1(C)C=C2[C@H]3CC[C@@H]4[C@@]5(C)CCC(=O)C(C)(C)[C@@H]5CC[C@@]4(C)[C@]3(C)CC[C@@]2(C(=O)O)CC1	x	x
14	Cc1ccc(N=C2NC(=O)CS2)c(C)c1	12[1.84 µM]	4%[11.4 µM]
15	Cn1c(=O)c2c(nc(N/N=C/c3ccc(OC(=O)c4ccco4)cc3)n2Cc2ccccc2)n(C)c1=O	x	x
16	CCOC(=O)C(NC(=O)Nc1ccc(F)cc1F)(Oc1ccc(F)cc1)C(F)(F)F (stereo not given)	x	x
17	O=C1[C@@H]2[C@@H]3C=C[C@H]([C@@H]2C(=O)N1CN1CCSCC1)[C@@H]1[C@@H]2C(=O)N(CN4CCSCC4)C(=O)[C@@H]2[C@H]31	x	-5%[11.4 µM]
18	CCOC(=O)Nc1ccc2c(C)cc(=O)oc2c1	-3	-1%
19	CNS(=O)(=O)c1cccc(C(=O)NCC(c2cccs2)N(C)C)c1 (stereo not given)	4	9%
20	CCCCn1nnnc1NCc1ccc(OC)c(OC)c1OC	u	-5%
21	O=C(CSc1nnc(-c2cccnc2)n1Cc1ccco1)c1ccc2ccccc2c1	3	-10%
22	COc1ccc(-c2nnc(-c3ccc(N)cc3)o2)cc1	-28	-6%
23	O=C(C1COc2ccccc2O1)N1CCn2c(nc3ccccc32)C1 (stereo not given)	-1	5%
24	COc1ccc(O[C@H]2C=C[C@@H](c3ccccc3)O[C@@H]2COC(=O)CC/C(C)=N/OC[C@@H](O)[C@H]2O[C@@H]3OC(C)(C)O[C@@H]3[C@H]2O)cc1	x	x

no.	PNC inhibitor	ALOX12 inhib
13	13	-3%
14	5	4%
15	u	4%
16	-23	-2%
17	x	7%[11.4 µM]
18	38	-3%
19	-30	3%
20	5	-6%
21	19	-4%
22	u	-5%
23	-2	10%
24	33	0%

Compounds shown so far that contain four or more nitrogen atoms:
no.	SMILES	IMPase inh	15-hLO-2 inh
4	CCCn1c(SCC(=O)N2c3ccccc3CC2C)nnc1-c1ccco1 (stereo not given)	9	x
5	O=C(CCN1CCN(c2ccccc2)CC1)NNC(=O)c1cccc2ccccc12	x	x
9	CC(NC(=O)c1cccs1)c1n[nH]c(=S)n1C (stereo not given)	x	x
10	Cn1c(=O)c2c(n(C)c1=O)=NC1(CCCCC1)N=2	4	0%
15	Cn1c(=O)c2c(nc(N/N=C/c3ccc(OC(=O)c4ccco4)cc3)n2Cc2ccccc2)n(C)c1=O	x	x
17	O=C1[C@@H]2[C@@H]3C=C[C@H]([C@@H]2C(=O)N1CN1CCSCC1)[C@@H]1[C@@H]2C(=O)N(CN4CCSCC4)C(=O)[C@@H]2[C@H]31	x	-5%[11.4 µM]
20	CCCCn1nnnc1NCc1ccc(OC)c(OC)c1OC	u	-5%
21	O=C(CSc1nnc(-c2cccnc2)n1Cc1ccco1)c1ccc2ccccc2c1	3	-10%

no.	PNC inhibitor	ALOX12 inhib
4	-100*	0%
5	u	-2%
9	u	1%
10	u	-1%
15	u	4%
17	x	7%[11.4 µM]
20	5	-6%
21	19	-4%

Next records follow.
no.	SMILES	IMPase inh	15-hLO-2 inh
25	CCOC(=O)c1nn(-c2cccc(C)c2)c2nc(-c3ccccc3)c(C#N)c(=O)n12	u	-2%
26	COC(=O)c1cc(=O)c2ccc(OC)cc2o1	3	8%
27	Cn1nc(-c2ccc(Cl)cc2)c2cc(C(=O)N3CCCC3)sc21	-1	6%
28	Cc1ccc2nc(-c3ccc(NC(=O)CSc4ccccc4)cc3)[nH]c2c1	20	-3%
29	Cc1ccc(N=Cc2nc(-c3ccco3)oc2O)cc1	8	-15%
30	CCOC(=O)Cn1c(=NC(=O)CSC(C)=O)sc2cc(F)ccc21	-20	-1%
31	COc1ccc(Cc2nnc(SC)[nH]c2=O)cc1OC	-5	-4%
32	CCNc1nc(NCC)nc(ON=C(C)C)n1	-4	-10%
33	CCOc1ccc(/C=N/Nc2cc(=O)n(C)c(=O)n2C)cc1	x	x
34	CC1Cc2ccccc2N1C(=O)Cn1nnc(-c2ccccc2NC(=O)C2CCC2)n1 (stereo not given)	11	x
35	CC(=O)c1ccc(N2C(=O)NC3(CCCCC3)C2=O)cc1	8	-3%
36	O=[N+]([O-])c1ccc(N/N=C/c2ccc[nH]2)cc1	x	x

no.	PNC inhibitor	ALOX12 inhib
25	-117*	-12%
26	21	-4%
27	33	-7%
28	-14	5%
29	-28	-25%
30	6	0%
31	-3	-2%
32	60	7%
33	u	5%
34	217	-4%
35	-17	7%
36	-97*	6.3µM*

Later entries:
no.	SMILES	IMPase inh	15-hLO-2 inh
37	Nc1nnc(COc2cccc(C(F)(F)F)c2)s1	1	-11%
38	Cc1nc(OCc2ccccc2)c2ccccc2n1	9	-8%
39	CC(C(=O)Nc1sccc1C(N)=O)N1C(=O)C2CC=CCC2C1=O (stereo not given)	3	-2%
40	CCOc1ccc(C(C#N)N2CCOCC2)cc1OC (stereo not given)	-1	4%
41	COc1ccc(OC)c(S(=O)(=O)Nc2ccc3oc4c(c3c2)C(=O)CCC4)c1	1	-10%
42	COC(=O)CCC(=O)c1oc2ccc(Cl)cc2c1NC(=O)CCCN1C(=O)c2ccccc2C1=O	-1	-9%
43	COc1ccc(Nc2nc3ccccc3nc2-n2nc(C)cc2C)cc1	2	4%
44	CCOC(=O)CNC(=O)CSc1ncnc2c1cnn2-c1ccc(Cl)cc1	5	3%
45	Cc1nnc(NC(=O)c2ccc(C)c(S(=O)(=O)N3CCCCCC3)c2)s1	7	-4%
46	COc1ccc2cc(C(=O)N3CCOCC3)sc(=O)c2c1OC	-8	-7%
47	c1ccc(Cc2nc3ccccc3o2)cc1	2	-1%
48	O=C(CSc1ccc(-c2ccc(Cl)cc2)nn1)N1CCCc2ccccc21	8	x

no.	PNC inhibitor	ALOX12 inhib
37	-18	0%
38	-13	-1%
39	-1	-2%
40	27	5%
41	3	-5%
42	-6	-4%
43	47	6%
44	29	-6%
45	-22	4%
46	19	2%
47	74	15%
48	1	-2%

Other results
no.	SMILES	IMPase inh	15-hLO-2 inh
49	COC(CNC(=O)c1cc(C)nn1-c1ccccc1)OC	2	-6%
50	CCCCN(C)CCC(=O)Nc1ccc(C)cc1	x	x
51	CCOc1cc(C(c2c(C)[nH][nH]c2=O)c2c(C)[nH][nH]c2=O)ccc1OS(=O)(=O)c1ccccc1	1	49%[activator]
52	COC(=O)c1[nH]c2cc(OC)ccc2c1NC(=O)CCN1CCN(Cc2ccc3c(c2)OCO3)CC1	5	16%
53	CCNc1nc(OCCNC(C)=O)nc(N(C)C)n1	2	3%
54	Cc1cccc(NC(=O)c2ccc(NS(=O)(=O)c3c(C)noc3C)cc2)c1	-3	10%
55	CC1NC(=O)N(C)C2NC(=O)N(C)C(c3ccccc3)C12 (stereo not given)	3	5%
56	COCCNC(=O)CN(c1ccc(C)cc1)S(=O)(=O)c1ccc(SC)cc1	-1	-8%
57	Cc1nc(-c2ccccc2)sc1C(=O)CSc1ccccc1	3[1.84 µM]	-10%[11.4 µM]
58	Nc1ccccc1C(=O)/C=C/c1ccc2c(c1)OCO2	x	x
59	CCOC(=O)c1cnn(-c2nc3c(C)cccc3s2)c1C(F)(F)F	u	-5%
60	COC(=O)C1=C(C)NC(C)=C(C(=O)OC)C1C(=O)OCC(=O)N1c2ccccc2CC1C (stereo not given)	3	6%

no.	PNC inhibitor	ALOX12 inhib
49	8	3%
50	38	9%
51	-23	-2%
52	2	2%
53	9	6%
54	-7	-2%
55	10	-3%
56	4	-2%
57	u	5%
58	-11	u
59	-16	-2%
60	18	-5%

Continued.
no.	SMILES	IMPase inh	15-hLO-2 inh
61	COCCN(CCOC)C(=O)c1c[nH]c2ccc(S(=O)(=O)N(C)c3ccc(F)cc3)cc2c1=O	3	1%
62	O=S(=O)(/N=C(/Nc1ccc(F)cc1F)c1ccccc1)c1ccc(Br)cc1	-4	x
63	Cc1cc([N+](=O)[O-])nn1CC(=O)NNC(=S)Nc1ccc([N+](=O)[O-])cc1	-7	22%
64	CC(C)NC(NC(=O)Cc1ccccc1)C(Cl)(Cl)Cl (stereo not given)	0	4%
65	CC(=NC1CCCCC1)c1ccccc1O	x	-2%[11.4 µM]
66	C=CC1(C)CC(=O)C2(O)C(C)(O1)C(OC(C)=O)C(O)C1C(C)(C)CCC(O)C12C (stereo not given)	x	1%[0.0915 µM]
67	O=C1CC(N2CCN(c3ccc(Cl)c(Cl)c3)CC2)C(=O)N1 (stereo not given)	0	-2%
68	NC(=O)N1c2ccccc2CC(=O)c2ccccc21	0	-25%
69	CCOC(=O)c1[nH]c2ccc(OC)cc2c1NC(=O)/C=C/c1ccc2c(c1)OCO2	x	x
70	COc1ccc(OCC(=O)Nc2ccc(N3CCOCC3)cc2)cc1	3	-15%
71	FC(F)(F)c1cccc(N2CCc3cn[nH]c32)c1	2	12%
72	O=C(OCc1cnc(Cl)s1)c1cccc(Cl)c1Cl	2	1%

no.	PNC inhibitor	ALOX12 inhib
61	u	-10%
62	-99*	8%
63	46	-12%
64	84	6%
65	x	-14%[11.4 µM]
66	x	3%[0.00818 µM]
67	-18	-2%
68	8	-5%
69	-22	-7%
70	18	-6%
71	u	1%
72	u	u

(listing goes on)
no.	SMILES	IMPase inh	15-hLO-2 inh
73	Cc1cc(C(=O)O)c(=O)[nH]c1C	-18	-7%
74	O=C(O)CNC(=O)c1ccccc1NC(=O)c1ccco1	-2	1%
75	CCOc1ccc(NC(=O)c2ccc3snnc3c2)cc1	-3	x
76	COc1cc(OC)cc(C(=O)NCC(=O)OC2CCOC2=O)c1 (stereo not given)	-2	-3%

no.	PNC inhibitor	ALOX12 inhib
73	29	5%
74	u	-5%
75	288	2%
76	-5	-1%

Reprinted at random: two compounds from above, in no set order.
no.	SMILES	IMPase inh	15-hLO-2 inh
74	O=C(O)CNC(=O)c1ccccc1NC(=O)c1ccco1	-2	1%
75	CCOc1ccc(NC(=O)c2ccc3snnc3c2)cc1	-3	x

no.	PNC inhibitor	ALOX12 inhib
74	u	-5%
75	288	2%
